Screens (PubChem BioAssay)
PDI inh: inhibitors of human PDI, primary screen, biochemical, turbidity, single point, plate reader. Protein disulfide-isomerase (Homo sapiens), P07237. PDI insulin aggregation turbidity, A650, 90 min. inhibition, % at 10 µM. hit rate 0.052% among 350,000. AID 588391, 2011;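 active means mean inhibition across replicates of 30% or more, whatever share of single replicates reach that level; inconclusive means mean inhibition below 30% while every single replicate reaches 30%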;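 further: absorbance from insulin aggregation driven by PDI reduction with DTT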
Target sequence (P07237 whole entry, looked up): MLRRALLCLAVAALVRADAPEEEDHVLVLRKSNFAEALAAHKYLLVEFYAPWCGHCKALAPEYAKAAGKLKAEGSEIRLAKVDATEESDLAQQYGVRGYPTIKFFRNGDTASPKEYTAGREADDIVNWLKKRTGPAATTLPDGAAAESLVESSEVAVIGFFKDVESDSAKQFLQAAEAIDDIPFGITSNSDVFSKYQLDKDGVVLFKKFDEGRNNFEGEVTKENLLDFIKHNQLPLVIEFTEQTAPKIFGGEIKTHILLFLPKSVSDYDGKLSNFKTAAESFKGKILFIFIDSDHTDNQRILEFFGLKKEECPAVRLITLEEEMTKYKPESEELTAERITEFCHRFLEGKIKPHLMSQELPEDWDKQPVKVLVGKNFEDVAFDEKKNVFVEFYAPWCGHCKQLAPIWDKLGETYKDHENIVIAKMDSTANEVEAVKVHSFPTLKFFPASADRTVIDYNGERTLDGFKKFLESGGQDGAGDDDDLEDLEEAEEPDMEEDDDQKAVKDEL
Vif imaging: HIV Vif self-association inhibitors, primary screen, imaging, HEK293T, single point | HEK293T cells, Vif self-association by quenched fluorescence, 24 h | inhibition, % at 7.49 µM | hit rate 0.35% among 340,000 | AID 602346, 2012; in the data active means inhibition above about 50%, passing the limit was not always enough; inconclusive means no clear call, values can overlap the other calls; inactive means below about 31%; further: some results filed as inactive read as strong as hits
CF NFkB inh: inhibitors of PAF-induced NF-kB signaling, primary screen, cell-based, GFP fluorescence, uHTS | KKLEB NF-kB-GFP reporter, GFP fluorescence overnight | inhibition, % at 5 µM | hit rate 0.86% among 360,000;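 active means at least 50% inhibition at 5 µM, scaled per plate between neutral and stimulator controls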;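 further: PAF is a Pseudomonas aeruginosa culture filtrate used as stimulus; plate controls were PAF-stimulated DMSO wells for no effect and unstimulated DMSO wells for full effect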
NR2E3 ag-1: NR2E3 agonists in two-hybrid cells, primary screen, cell-based, luminescence, CHO-S, Gal4-NCOR/VP16-NR2E3; Photoreceptor-specific nuclear receptor (Homo sapiens), Q9Y5X4; luciferase; inhibition of corepressor binding, % at 3.98 µM; hit rate 0.35% among 360,000; AID 602229, 2012;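 active means inhibition above the mean of all tested compounds plus 3 SD, cut at about 70% in these data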;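 further: 0% = DMSO with NR2E3 transfected cells and 100% = cells lacking NR2E3 construct; higher means lower luciferase signal from less NR2E3 corepressor binding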
Target sequence (Q9Y5X4 whole entry, looked up, the tested form may be a part): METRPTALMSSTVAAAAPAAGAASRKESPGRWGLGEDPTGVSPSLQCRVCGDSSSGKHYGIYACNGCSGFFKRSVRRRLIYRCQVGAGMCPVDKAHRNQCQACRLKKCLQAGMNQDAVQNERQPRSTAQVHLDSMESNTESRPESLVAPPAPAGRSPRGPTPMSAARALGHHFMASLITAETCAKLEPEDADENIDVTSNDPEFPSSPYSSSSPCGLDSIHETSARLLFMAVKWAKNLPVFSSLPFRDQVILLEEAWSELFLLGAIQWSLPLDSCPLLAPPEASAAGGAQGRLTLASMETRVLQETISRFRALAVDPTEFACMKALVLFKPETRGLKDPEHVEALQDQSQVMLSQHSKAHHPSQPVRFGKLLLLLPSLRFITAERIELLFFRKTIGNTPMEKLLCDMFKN
KKLEB tox: cytotoxicity in KKLEB CF airway cells, primary screen, cytotoxicity control for CF NF-kB inhibitor project, cell-based, uHTS, fluorescence assay plates. KKLEB CF airway cells viability, ATPlite luminescence, overnight; hits give low values; cells stimulated with P. aeruginosa culture filtrate. activity change (cytotoxicity), % at 5 µM. hit rate 0.36% among 360,000. AID 602141, 2011;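 active means corrected activity change at or below -50% at 5 µM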
HIF-2a inh: HIF-2a reporter inhibitors, primary screen, luminescence, 786-0 RCC cells; 786-0 RCC cells HIF-2a reporter, luciferase luminescence, overnight; inhibition, % at 18.8 µM; hit rate 0.72% among 360,000;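 active means inhibition of the luminescence signal of 40% or more relative to plate controls, in a single-dose primary screen at 18.75 µM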
NR2E3 ag-2: inhibitors of NR2E3-RetCOR corepressor binding, primary screen, NR2E3 agonist project, biochemical, TR-FRET, GST-NR2E3, biotin-RetCOR; inhibition of corepressor binding, % at 4.78 µM; hit rate 0.12% among 320,000; 1536-well; AID 2300, 2010;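 active means percent inhibition above the cutoff of mean plus 3 SD of all tested compounds, set per screening campaign, cut at about 20% in these data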;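 further: 0% = DMSO wells and 100% = biotin wells as full block of FRET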
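Material: NR2E3–RetCOR corepressor complex | Quantity: 1.35 nM GST-tagged NR2E3 final | Schedule: 5 h at 4 °C | Replication: Singlicate compound wells | Reagent: RetCOR corepressor, biotinylated, 7 nM | Controls: Biotin wells as high control, 0.6% DMSO wells as low control | Signal: TR-FRET, Eu(K)-anti-GST donor, streptavidin-D2 acceptor, ex 340, em 617/671 nm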
Shn3 3UTR inh: reduction of Shn3 3'UTR firefly luciferase signal, primary screen, Schnurri-3 inhibitor project, cell-based, Clone20 osteoblasts, set 2; Clone20 osteoblast Shn3 3'UTR firefly luciferase, 24 h; inhibition, % at 12.5 µM; hit rate 0.52% among 360,000; AID 588674, 2011;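 active means mean inhibition of at least 75% with every replicate also reaching 75%; inconclusive means mean inhibition at least 75% but some replicate below; inactive means mean inhibition below 75%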;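 further: 0% = median of neutral control wells and 100% = pilot-screen positive control compound; some compounds past the cut are filed as inactive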
Peg3 promoter: Peg3 promoter-driven luciferase inhibitors, primary screen, cell-based, HeLa, luciferase luminescence; HeLa PEG-Prom luciferase reporter, overnight; inhibition, % at 20 µM; hit rate 1.7% among 360,000; AID 588405, 2011;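 active means inhibition of at least 50% at 20 µM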
CaV13 ICDI inh: Primary screen for inhibitors of IQ motif and Ca2+-dependent inactivation inhibitor domain binding in CACNA1D, Förster resonance energy transfer in living cells, …; hit rate 0.098% among 340,000; HEK cells, CFP/YFP FRET ICDI-IQ, plate reader, 10 min; percent FRET-ratio fall versus neutral wells; inhibition, % at 12.3 µM;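 active means mean replicate inhibition of at least 30% and at least 1% of replicates passing that level; inconclusive means only one of the two criteria is met; inactive means neither criterion is met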;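 further: 0% = median of the neutral control wells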
TRPM1 prom inh: inhibitors of MITF-dependent TRPM1 promoter reporter, primary screen, cell-based, SK-MEL-5, single point, luciferase; SK-MEL-5 TRPM1 promoter luciferase, 24 h; hit rate 0.83% among 330,000; inhibition, % at 12.5 µM;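 active means mean inhibition across replicates of 60% or more, whatever share of single replicates reaches that level; inconclusive means some that reach 60%, reason not given; inactive means mean inhibition across replicates below 60%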; further: values of inactives mirror those of a sister screen read the other way
* marks the source's active call; other numbers are inactive results; u = inconclusive; x = no result given. Not all compounds are listed (hit frequency here may not be typical).

SMILES | PDI inh | Vif imaging | CF NFkB inh | NR2E3 ag-1 | KKLEB tox | HIF-2a inh | NR2E3 ag-2 | Shn3 3UTR inh | Peg3 promoter | CaV13 ICDI inh | TRPM1 prom inh
CCC(=NCc1ccco1)c1c(O)n(-c2ccc(OC)cc2)c(=O)[nH]c1=O | -3 | x | 2 | 0 | 1 | 16 | 3 | 2 | 6 | -4 | -4
CCCn1cc(CN2CCCC(C(=O)c3cccc(OC)c3)C2)c(C)n1 (centres undefined) | 2 | -1 | 8 | -18 | -2 | 13 | 6 | 27 | 18 | -6 | 4
COC(=O)N(c1ccc(OC)cc1)P1(=S)OCCC(C)O1 (centres undefined) | 12 | -3 | -17 | -15 | -2 | 4 | -2 | 7 | -2 | x | 1
CCS(=O)(=O)CCSP(=O)(OC)OC | -6 | 8 | 4 | 7 | -6 | -1 | x | 7 | -5 | -17 | 17
FC(F)(F)Oc1ccc(NC2=NCCCS2)cc1 | -5 | -15 | -3 | -43 | 5 | -61 | 0 | -4 | -29 | -4 | -23
COC(=O)C1=C(c2cc3ccccc3s2)C[C@@H]2CC[C@H]1N2C(=O)N1CCCC1 | -2 | -5 | 26 | 3 | 0 | 13 | 0 | 38 | 11 | -5 | 3
NC12CN3CN(CN(C3)C1)C2 (tested in a mixture with another compound) | -6 | u | 2 | -26 | 4 | 7 | 0 | 14 | -2 | -10 | 5
COc1cccc(C(c2nnnn2-c2c(C)cccc2C)N2CCC(n3c(=O)[nH]c4ccccc43)CC2)c1OC (centres undefined) | x | 0 | 20 | 2 | -6 | -4 | x | -2 | 58* | -6 | x
Cc1cc(OCC(=O)N2C[C@H]3C[C@@H](C2)c2cccc(=O)n2C3)c2c(C)cc(=O)oc2c1 | x | 8 | -6 | -7 | -14 | 6 | -3 | 20 | 0 | x | 0
C/C=C1/CN2C3CC1C(CO)(C(=O)OC)C2Cc1c3n(C)c2ccccc12 (centres undefined) | x | 2 | -43 | -10 | 8 | 15 | -2 | 8 | -9 | x | 13
O=C(NC(=S)N1CC1)c1ccccc1 | -1 | 3 | -12 | -15 | 15 | -3 | x | -7 | -40 | -7 | x
C[C@]12CCC3C(CCC4=CC(O)CC[C@@]43/C=N/O)C1(O)CCC2C1=CC(=O)OC1 (some centres undefined) | 16 | -6 | 81* | -4 | -62* | 31 | 1 | 14 | 105* | -4 | 86*
CC1CCN(C(=O)c2ccc(N3CC4CC(C3)c3cccc(=O)n3C4)c([N+](=O)[O-])c2)CC1 (centres undefined) | 1 | -4 | 9 | -6 | 5 | 14 | 0 | -3 | -1 | -2 | -9
COc1cc(OC)cc(C(=O)NC(=S)N2C[C@H]3C[C@H](C2)c2cccc(=O)n2C3)c1 | x | -4 | -8 | 0 | 11 | 13 | -2 | -4 | -4 | x | 0
COC(=O)CC1(Cc2ccccc2)C(=O)NC(=O)NC1=O | 1 | 12 | -2 | -8 | 1 | 9 | -1 | -30 | 17 | x | -3
COc1ccccc1N1CCN(C2CCCN(C(=O)COc3ccccc3Cl)C2)CC1 (centres undefined) | 3 | 5 | -26 | 33 | 7 | 15 | x | 15 | 8 | x | -11
Nc1ccc(-c2ccc(N)cc2)cc1 | -5 | -1 | 33 | -30 | -8 | -31 | x | -6 | -47 | -7 | -15
O=C1CC2OCC=C3CN4CCC56c7ccccc7N1C5C2C3CC46O (centres undefined) | x | -3 | -2 | -4 | -8 | 9 | x | 11 | -4 | x | x
CC(C)OP(=O)(OC(C)C)C(NCc1ccccc1)c1ccccc1 (centres undefined) | 0 | -6 | 12 | 1 | -3 | 26 | 3 | 7 | 8 | 6 | -11
O=c1[nH]c(=S)[nH]c(O)c1N=Nc1ccc(SC(F)F)cc1 | 2 | -2 | 2 | -86 | -5 | -370 | -2 | -48 | -211 | -5 | -17
O=C1CC2OCC=C3CN4CCC56c7cc([N+](=O)[O-])ccc7N1C5C2C3CC46 (centres undefined) | -6 | 14 | 16 | -18 | 2 | 16 | 1 | 7 | 5 | -3 | 1
COc1ccc(NC2Oc3cc4c(cc3C(c3cc(OC)c(OC)c(OC)c3)C2C)OCO4)cc1 (centres undefined) | -12 | -15 | 38 | 26 | -24 | 25 | x | -12 | -20 | -6 | 18
CCN(CC)c1ccc(N=Cc2c(O)n(-c3cc(OC)ccc3OC)c(=O)[nH]c2=O)cc1 | -1 | -14 | -2 | -19 | 11 | 1 | 0 | -3 | -21 | x | 5
Cc1ccc2c(c1)c(=O)c1c3n2CCN(CC2CO2)C3CC1 (centres undefined) | -1 | 0 | 0 | -43 | -2 | 10 | 3 | -10 | 6 | -5 | -1
CC(=O)O[C@@H]1CC[C@]2(C)C3CC[C@]4(C)C(=O)[C@H](O)CC4C3[C@@H](OC(C)=O)C[C@H]2C1 (some centres undefined) | -4 | u | -11 | -28 | 20 | 19 | x | -21 | 9 | -5 | 11
C=C(C)Cn1c(=O)n(CC2CS2)c2ccccc21 (centres undefined) | -5 | 2 | 1 | 9 | 5 | 26 | 1 | 13 | -1 | -5 | 10
CC(=Nc1ccc2c(c1)CCC2)c1c(O)n(C2CCCCC2)c(=O)[nH]c1=O | 4 | 8 | 11 | -16 | -5 | 11 | 0 | 7 | 4 | -5 | -1
CN1C(=O)/C(=C/c2cccn2-c2ccc3ccccc3c2)C(=O)NC1=S | -2 | 16 | 41 | -54 | 5 | -1 | 2 | 29 | 92* | x | u
CCCCC1(CC)COP(=O)(OCC(Cl)(Cl)Cl)OC1 (centres undefined) | -6 | -6 | 7 | -20 | -6 | 5 | x | 30 | 10 | -4 | -11
Cc1ccc(S(=O)(=O)Cc2ccc(C(=O)N3CCC4(CC3)OCCO4)o2)cc1 | 3 | -1 | -9 | -46 | 7 | 19 | 1 | -13 | 5 | -4 | -1

Molecules above with two or more sulfur atoms:
SMILES | PDI inh | Vif imaging | CF NFkB inh | NR2E3 ag-1 | KKLEB tox | HIF-2a inh | NR2E3 ag-2 | Shn3 3UTR inh | Peg3 promoter | CaV13 ICDI inh | TRPM1 prom inh
CCS(=O)(=O)CCSP(=O)(OC)OC | -6 | 8 | 4 | 7 | -6 | -1 | x | 7 | -5 | -17 | 17
O=c1[nH]c(=S)[nH]c(O)c1N=Nc1ccc(SC(F)F)cc1 | 2 | -2 | 2 | -86 | -5 | -370 | -2 | -48 | -211 | -5 | -17

Next results follow:
SMILES | PDI inh | Vif imaging | CF NFkB inh | NR2E3 ag-1 | KKLEB tox | HIF-2a inh | NR2E3 ag-2 | Shn3 3UTR inh | Peg3 promoter | CaV13 ICDI inh | TRPM1 prom inh
O=[N+]([O-])c1ccc(C[n+]2c(-c3ccccc3)cc(-c3ccccc3)cc2-c2ccccc2)cc1 | -1 | -3 | 3 | -21 | 1 | 11 | 7 | 0 | -15 | -5 | 11
COC(=O)C12OCC34C(CC5C(C)=C(O)C(=O)CC5(C)C3C(O)C1O)OC(=O)C(OC(=O)/C=C(\C)C(C)C)C24 (centres undefined) | 3 | -28 | 96* | 103* | -52* | 75* | x | 99* | 103* | -4 | 85*
CCC1CCCCN1CC(=O)c1ccc(OC(F)F)cc1 (centres undefined) | -4 | -9 | -3 | 6 | -10 | 15 | 0 | 1 | -3 | -4 | 2
O=C1C2CCN(CC2)[C@@H]1Cc1ccc2ccccc2c1O | 1 | -5 | -9 | -15 | 3 | -106 | -4 | -28 | -112 | -8 | -32
COC(=O)C1=C(c2ccc(F)cc2F)C[C@@H]2CC[C@H]1N2C(=O)N1CCC(O)CC1 | 14 | -2 | 5 | -3 | 6 | 18 | -1 | 10 | 8 | -2 | -4
COc1cccc(N=Nc2c(O)[nH]c(=S)[nH]c2=O)c1 | 6 | -1 | -20 | -24 | 4 | -148 | -1 | -30 | -54 | -16 | 31
CC(=O)N1CCN(c2ccc(N=Cc3c(O)n(-c4ccc(Cl)cc4)c(=O)[nH]c3=O)cc2)CC1 | 3 | 5 | 0 | -9 | -9 | 13 | -2 | 18 | 7 | -3 | 18
Cc1cc(C)cc(NC2=NCCCS2)c1 | -1 | 0 | -16 | 22 | -4 | 5 | 3 | -4 | -3 | -7 | 8
COc1cccc(C2(C#N)CCN(C)CC2)c1 | -2 | -1 | -4 | -17 | 9 | 5 | 0 | 7 | -3 | 1 | 4
Cn1c(=O)c2nncnc2n(C)c1=O | -1 | 7 | -10 | -8 | -2 | 6 | 0 | 0 | 14 | -19 | -2
Cc1nc2c(C(=O)N3CCC4(CC3)OCCO4)cnn2c(C)c1Cc1cccc(Cl)c1 | -1 | -2 | 3 | -8 | 0 | 18 | -1 | 7 | 1 | 10 | 6
CCCCNC(=O)Nc1ccc(C(O)(C(=O)OCC)C(F)(F)F)cc1 (centres undefined) | 9 | 12 | -23 | -30 | 1 | -21 | -3 | 8 | 14 | -4 | 4
CC[C@H]1CN2CCC1C[C@@H]2[C@@H](O)c1ccnc2ccc(OC)cc12 (some centres undefined) | 19 | -2 | -32 | -4 | -3 | -2 | x | 1 | 19 | -4 | -6
CCN1C(=O)NC(=O)/C(=C/c2cc(C)n(-c3sc(C)c(C)c3C#N)c2C)C1=O | 0 | 5 | -13 | -8 | -10 | 6 | 1 | -6 | -18 | -5 | -9
C=C(COC(=O)CCC(=O)O)CC1CC(O)[C@]2(C)OC3CC4OC5C[C@]6(C)O[C@]7(C)CCC8OC9C[C@]%10(C)OC%11C(C)=CC(=O)OC%11CC%10OC9C[C@@H](C)C8OC7CC6O[C@]5(C)C/C=C\C4OC3CC2O1 (some centres undefined) | 2 | -3 | -19 | -13 | -8 | -4 | x | 4 | -9 | x | x
CN(C)c1cc(N)c2c(n1)CCC2 (tested in a mixture with another compound) | -3 | -10 | -29 | -9 | 0 | -4 | -2 | 8 | 14 | -5 | -2
NC(=O)c1ccsc1NC(=O)COC(=O)Cc1ccccc1 | 2 | -1 | -37 | 11 | -5 | 6 | 6 | 25 | 2 | -6 | -5
N#Cc1ccccc1Cn1cc(C(=O)C2CC2)c2ccccc21 | -3 | -5 | 10 | 7 | -7 | 20 | 0 | 12 | 28 | -4 | 1
